PI4K2A block: PI4K2A (human) kinase inhibition | purified PI4K2A, ADP-Glo luminescence, 1 h; hits give low values | 0.13% of 420,000 active | Q9BTU6 | activity change, negative = inhibition, % at 76.9 µM; in the data active means activity change below about -50%; inconclusive means mostly about -30% to -49%;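 further: -100% = wells without enzyme as full effect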
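PI4K2A activity was measured by ADP-Glo luminescence: enzyme (4 ug/mL stock) and phosphatidylinositol (1.2 mM stock) in Tris pH 7.5/MgCl2/EGTA/Triton X-100 buffer were reacted with ATP (300 microM stock) for one hour at ambient temperature.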
Tb PGK inh: blocks T. brucei phosphoglycerate kinase; PGK/GAPDH coupled, Kinase-Glo luminescence, 60 min; Potency, µM (doses to about 57.5 µM), for inactives: at the highest dose activity change, negative = inhibition, most hits filed as inhibitors; 0.043% of 380,000 active; further: potency means the concentration at half of the fitted maximal effect; on the % scale 0 is the no-effect control and ±100 the full control effect; nearly all actives have a fitted effect of over 60% in size
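Recombinant glycosomal PGK reaction used 1,3-bisphosphoglycerate generated in-well by GAPDH (100nM final) in 100mM TEA pH 7.6, 5mM MgCl2, 0.01% Tween-20. After 60 minutes at room temperature, ATP was read by Kinase-Glo Plus luminescence end-point.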
GLS inh: blocks human kidney-isoform glutaminase activity. Potency, µM (top dose mostly 45.5 µM), inactives show at the highest dose activity change, negative = inhibition, hits mostly inhibitors. GLS enzymatic activity, qHTS titration. 0.21% of 410,000 active. O94925. AID 624170; further: potency means the concentration at half of the fitted maximal effect; on the % scale 0 is the no-effect control and ±100 the full control effect
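Assay buffer: 45 mM KH2PO4 pH 8.2, 0.02% Tween-20. hKGA acts on L-glutamine (1 mM solution added); product glutamate is reported by an oxidase/peroxidase Amplex Red coupling, with fluorescence taken at baseline and 30 min.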
HP1b chromo inh: inhibitors of HP1-beta chromodomain binding to methylated histone tails; AlphaScreen HP1-beta / biotin-H3K9me3 peptide binding; Potency, µM (top dose mostly 114 µM), for inactives: at the top dose activity change, negative = inhibition, actives largely listed as inhibitors; 0.56% of 390,000 active; AID 540317; further: potency means the concentration at half of the fitted maximal effect; nearly all actives have a fitted effect of over 70% in size; inactives centre near 23
Target sequence (P83916 whole entry, looked up): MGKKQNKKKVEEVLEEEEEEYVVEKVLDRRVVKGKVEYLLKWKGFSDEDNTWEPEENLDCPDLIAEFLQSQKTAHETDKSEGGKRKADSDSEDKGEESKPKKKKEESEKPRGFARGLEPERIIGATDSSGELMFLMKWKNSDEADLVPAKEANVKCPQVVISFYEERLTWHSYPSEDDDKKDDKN
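AlphaScreen: HP1-beta (50 nM) preformed 30 min with biotin-H3(1-18)K9me3 peptide (50 nM) in PBS pH 7.4, 0.01% Tween-20. Compound added for 30 min at RT, then streptavidin donor/nickel chelate acceptor beads (10 ug/mL) for 30 min.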
TrxR1 inh: blocks rat thioredoxin reductase 1 | recombinant rTrxR1, NADPH fluorescence consumption, selenite substrate | Potency, µM (doses to about 114 µM), without a hit: at the highest dose activity change, negative = inhibition, most hits filed as inhibitors | 1% of 390,000 active | AID 588453; further: potency means the concentration at half of the fitted maximal effect; on the % scale 0 is the no-effect control and ±100 the full control effect; nearly all actives have a fitted effect of over 65% in size
Target sequence (O89049 whole entry, looked up): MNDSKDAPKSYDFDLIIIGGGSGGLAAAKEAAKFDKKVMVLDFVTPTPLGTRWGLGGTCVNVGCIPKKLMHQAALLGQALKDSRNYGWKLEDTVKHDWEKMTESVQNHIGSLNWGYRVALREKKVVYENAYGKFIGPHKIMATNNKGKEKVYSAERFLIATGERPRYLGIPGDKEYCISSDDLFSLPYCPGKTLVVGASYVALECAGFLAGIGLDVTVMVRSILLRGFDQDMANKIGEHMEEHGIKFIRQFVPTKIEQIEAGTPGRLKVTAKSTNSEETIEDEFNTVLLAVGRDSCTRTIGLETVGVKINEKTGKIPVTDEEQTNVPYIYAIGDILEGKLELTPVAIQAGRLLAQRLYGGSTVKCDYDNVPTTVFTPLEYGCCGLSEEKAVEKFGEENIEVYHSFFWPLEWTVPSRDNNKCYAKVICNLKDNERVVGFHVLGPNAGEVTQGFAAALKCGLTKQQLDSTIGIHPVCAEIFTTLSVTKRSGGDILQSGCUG
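Rat TrxR1 (90 nM in the dispensed reagent) was pre-reduced with 400 uM NADPH for 5 min at room temperature, then incubated with compound for 15 min. After 400 uM selenite was added, NADPH fluorescence (Ex 340/Em 450 nm) was followed for 8 min.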
TrxR1 substrate: is turned over as a substrate by rat TrxR1. AID 588456. Potency, µM (series often up to 114 µM), for inactives: at the top dose activity change, negative = substrate turnover. 0.01% of 390,000 active. O89049. purified TrxR1 substrate turnover, NADPH consumption readout; further: potency means the concentration at half of the fitted maximal effect; on the % scale 0 is the no-effect control and ±100 the full control effect; nearly all actives have a fitted effect of over 50% in size
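Rat TrxR1, dispensed at 90 nM, was prereduced with 400 uM NADPH (final) for 5 min at ~22 deg C, then incubated with compound 15 min before 400 uM selenite. A first-read NADPH fluorescence drop versus no-compound background flagged substrates.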
Pin1 inhibitor: blocks the human prolyl isomerase Pin1; Q13526; Pin1 FP peptide displacement, HiFluor488, 10 min; Potency, µM (series often up to 115 µM), inactives show at the top dose activity, negative = inhibition, actives largely listed as inhibitors; 0.009% of 390,000 active; AID 504891; active means well fitted inhibition curve with a large enough effect in the polarisation, with a control signal flat, not every such curve was filed as active; inconclusive means small, poorly fitted or top-dose-only effect, or effect the other way, or a change in a side signal; inactive means no such curve, though single readings can be large or run the other way; the % refers to the polarisation; further: potency means the concentration at half of the fitted maximal effect; on the % scale 0 is the no-effect control and ±100 the full control effect
Target sequence (Q13526 whole entry, looked up): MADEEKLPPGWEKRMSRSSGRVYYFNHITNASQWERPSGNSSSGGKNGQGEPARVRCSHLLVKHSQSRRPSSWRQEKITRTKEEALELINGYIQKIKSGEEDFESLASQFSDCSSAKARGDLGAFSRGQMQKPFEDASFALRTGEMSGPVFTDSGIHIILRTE
mIDH1 inhibitor: human IDH1 R132H inhibition; O75874; IDH1-R132H enzyme, NADPH consumption, diaphorase/resazurin fluorescence; Potency, µM (series often up to 76.6 µM), for inactives: at the top dose activity change, negative = inhibition, most hits filed as inhibitors; 0.093% of 390,000 active; further: potency means the concentration at half of the fitted maximal effect; on the % scale 0 is the no-effect control and ±100 the full control effect; nearly all actives have a fitted effect of over 65% in size
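IDH1-R132H (0.5 ug/mL) preincubated 30 min with compound, then NADPH (0.016 mM) and alpha-KG (2 mM) added; 80 min at RT, pH 7.5. Remaining NADPH coupled via diaphorase/resazurin to fluorescence (540/590 nm); concentration-response curves normalized to no-enzyme control.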
USP1-UAF1 inh: blocks the human USP1/UAF1 deubiquitinase complex; O94782; recombinant USP1/UAF1, Ub-Rhodamine cleavage fluorescence; Potency, µM (series often up to 57.1 µM), for the others: at the top dose activity change, negative = inhibition, actives largely listed as inhibitors; 0.23% of 390,000 active; further: potency means the concentration at half of the fitted maximal effect; on the % scale 0 is the no-effect control and ±100 the full control effect; nearly all actives have a fitted effect of over 60% in size; inactives centre near -12
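1 nM enzyme complex + cpd, 15 min RT; start with Ub-Rho 150nM final; kinetic fluorescence ex 480/em 540, 6 reads q60 s. Buffer 50mM HEPES pH 7.8, 0.5mM EDTA, 0.1 mg/ml BSA, 1mM TCEP, 0.01% Tween-20.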
Active calls of the source: *; i = inactive; ? = inconclusive; . = not tested or not shown; [ ] = dose if it differs, or a comment. Unless noted, the call rests on the fitted dose curve; in most records, active means well fitted curve in the direction sought with a large enough effect; inconclusive means small, poorly fitted or top-dose-only effect, or another doubt; inactive means no such curve, though single readings can be large; an effect the other way counts as inactive or inconclusive. These rows are one share of the data (hit frequency here may not be typical).

SMILES | PI4K2A block | Tb PGK inh | GLS inh | HP1b chromo inh | TrxR1 inh | TrxR1 substrate | Pin1 inhibitor | mIDH1 inhibitor | USP1-UAF1 inh
O=[N+]([O-])c1ccc(OCCCn2cncn2)cc1 | 7.8 | -2.2% | 3.9% | 10.8% | 21.4%[57.1 µM] | 8.8%[57.1 µM] | 0.0% | 20.0% | 1.5%
Cc1cc(C)cc(SCc2noc(C(=O)NC(C)C)c2C(=O)NC(C)C)c1 | 2.0 | 3.7% | -4.7% | 55.9%[activator] | 5.7% | -0.8% | 2.2% | 7.1% | -13.3%
COC(=O)CN(c1ccccc1)S(=O)(=O)c1ccccc1 | 0.9 | 5.4%[11.5 µM] | 4.7% | 35.2% | 26.9% | 9.6% | -6.0% | 2.0% | 1.0%
CCCCN(C(=O)CCC(=O)Nc1cc(C)on1)C(C(=O)NC1CCCC1)c1cccc(OC)c1 (stereo unspecified) | -3.4 | 6.6% | 3.3% | -4.0% | 7.4% | -1.4% | 0.0% | -9.5% | -4.7%
S=C(Nc1ccc(-c2nc3ccccc3[nH]2)cc1)Nc1cccnc1 | -8.7 | -11.1% | -9.4% | -36.1% | 13.3%[57.1 µM] | 81.5% | 0.3% | 6.4% | -11.9%
CCn1cc(C(=O)NCc2ccc(C)cc2)c(=O)c2cc(S(=O)(=O)N3CCc4ccccc4C3)ccc21 | -4.1 | -2.9% | 4.3% | 6.0% | 33.3% | 1.7% | -4.1% | -5.3% | -9.1%
Cc1ccc(O)c(C(=O)c2cnc3c(c2)CN(C)C(=O)N3)c1 | -1.5 | -7.2% | 12.2% | -9.7% | 10.1% | 1.6% | -1.2% | 1.6% | -3.5%
Nc1nc(CN2CCC(Cc3ccccc3)CC2)nc(Nc2ccccc2)n1 | 0.4 | -8.5% | -5.7% | 15.4% | 7.4% | 7.2% | 0.1% | 1.8% | -14.7%
O=C(Nc1ccccc1)N1CCC(n2c(=O)[nH]c3ccccc32)CC1 | 3.0 | 1.5% | 3.5% | 21.5% | 6.7%[57.1 µM] | 5.9%[57.1 µM] | -2.0% | 1.5% | -8.2%
COc1ccc(N2C(=O)C3ON(C4SC(=S)N(C)C4(C)C)C(c4ccc([N+](=O)[O-])cc4)C3C2=O)cc1 (stereo unspecified) | 0.0 | 0.6% | -2.8% | 33.5% | 0.4% | -1.3% | -1.1% | 0.1% | -9.7%
O=C(Nc1ccc2c(c1)CCCN2C(=O)c1cccs1)c1c(F)cccc1Cl | -1.3 | -2.3% | -4.9% | 48.7%[activator] | 28.3% | -0.4% | 46.1%[activator] | 7.9% | -18.9%
Cc1cc(C)nc(NCC(O)CNc2ccccc2C)n1 (stereo unspecified) | -2.4 | -1.1% | 36.7%[activator] | -7.6% | 21.1%[57.1 µM] | 2.5%[57.1 µM] | 6.2% | 6.3% | -3.0%
CC(=O)c1ccc(NC(=O)CCC(=O)OCC(=O)c2cccc([N+](=O)[O-])c2)cc1 | -1.9 | i | ? | -8.6% | 3.8%[57.1 µM] | 0.8%[57.1 µM] | 0.2% | -0.6% | -17.1%
COc1ccc(-c2cc(C(=O)Oc3cccc(C)c3)c3ccccc3n2)cc1 | -1.8 | 4.5% | -11.1% | 140.3%[activator] | 5.5% | 37.6%[activator] | 77.6%[activator] | 0.0% | -32.9%
N/C(=N\OC(=O)COc1ccc(Br)cc1Cl)c1ccccn1 | 5.1 | 2.7% | 3.4% | 19.5% | -17.4% | -12.9% | -0.7% | 3.7% | 2.1%
CCCc1nn(C)c(C(=O)Nc2cccc(C)c2)c1Cl | -2.9 | -2.2% | 9.0% | 108.6%[activator] | -8.0% | -13.0% | 2.6% | 6.3% | -2.1%
CCOC(=O)c1cnc2cc(-c3ccc(Br)cc3)nn2c1C | -5.8 | i | -2.4% | 44.5%[activator] | 3.3% | 5.2% | 1.2% | 11.6% | -8.7%
COCc1ccc(C(=O)N2CCCC(N3CCN(c4ccc(F)cc4)CC3)C2)o1 (stereo unspecified) | 0.2 | i | 18.6% | 11.5% | 1.0% | -3.8% | -1.8% | 1.9% | 0.2%
C#CCOCCOCCOCCNc1nc(N2CCN(C(=O)CCCCCCCCCCNC(=O)[C@@H](CCC(=O)O)n3cc(CCCCCN)nn3)CC2)nc(N2CCN(C(=O)CCCCCCCCCCNC(=O)[C@H](CO)n3cc(CCCSC)nn3)CC2)n1 | -5.5 | 3.6% | -4.3% | 28.0% | 43.2% | -0.8%[57.1 µM] | 35.2%[activator] | 3.7% | 10.2%
CCOC(=O)c1c(CSc2cccs2)n(C)c2cc(Br)c(O)c(CN(C)C)c12 | 0.2 | 0.0% | -10.3% | ? | 8.7% | -3.3% | -1.7% | 3.8% | -9.9%
Cc1csc(SCC(=O)N2CCN(S(=O)(=O)c3ccc(Cl)cc3)CC2)n1 | 2.2 | -5.0% | -7.9% | -2.8% | 0.6%[57.1 µM] | 1.4%[57.1 µM] | 0.1% | 3.8% | -7.3%
Cc1cccc(OCCNc2cc(N3CCN(C)CC3)ccc2[N+](=O)[O-])c1 | 4.9 | -7.0% | 1.4% | 50.1µM* | -11.1% | -13.9% | -5.1% | 9.3% | -16.3%
CC(C)n1c(CN2CCN(Cc3ccccc3)CC2)nc2ccccc21 | -2.4 | 10.2% | -0.2% | 31.0% | 12.9% | 1.7% | -4.3% | 1.3% | -7.7%
Cc1nc2ccccc2n1/N=C/c1cccnc1 | -2.7 | -1.0% | 10.6% | 6.7% | 9.2% | -0.7% | -0.3% | 6.6% | -9.0%
CCCCCn1c(=O)[nH]c2cc(C(=O)NCCCN3CCCCC3)ccc2c1=O | 2.2 | -1.9% | -10.3% | 24.9% | 12.6% | 15.5% | -8.1% | -0.8% | -21.2%
C=CCNC(=O)COC(=O)c1oc2ccccc2c1CSC1CCCCC1 | 5.1 | -2.4% | 57.2%[activator] | 24.3% | 11.5%[57.1 µM] | -1.7%[57.1 µM] | 1.5% | 6.4% | -3.4%
COc1ccc(NS(=O)(=O)c2ccc(NC(=O)c3ccc(CN4CCOCC4)cc3)cc2)cc1 | 1.4 | -11.5% | 12.8% | 45.0%[activator] | 9.1%[57.1 µM] | 0.4%[57.1 µM] | 3.6% | 0.0% | -12.4%
CCCC(=O)Nc1nc2nc(-c3ccccc3)cc(=O)n2[nH]1 | -6.9 | 3.5% | -8.5% | 23.6% | -1.0% | -4.2% | 3.0% | 1.9% | -4.4%
CCN(CC)CCCNC(=O)c1ccc(-c2nc(CN3CCc4ccccc43)c(C)o2)cc1 | 1.2 | -5.0% | 0.4% | ? | 10.7%[57.1 µM] | -4.2%[57.1 µM] | -7.3% | -11.9% | -21.6%
COc1ccc(F)cc1S(=O)(=O)N1CCCN(S(=O)(=O)c2cc(F)ccc2OC)CC1 | -8.8 | -1.0% | -31.9% | -16.7% | -3.4% | -8.0% | ? | 6.9% | -19.3%
O=C(c1cccn1-c1nnc(N2CCCCC2)s1)N1CCN(c2ccccc2)CC1 | 3.9 | 9.1% | 5.5% | 0.4% | 15.2%[57.1 µM] | -0.1%[57.1 µM] | -9.7% | 12.6% | ?
COc1ccc(-c2sc(N)nc2-c2ccccc2)cc1 | . | . | . | ? | 1.0% | 2.0% | 1.2% | . | .
CC(=O)Nc1nc2c(C)cc(NC(=O)C3CCCCC3)cc2s1 | 3.8 | i | 1.1% | 20.1% | 13.2% | 4.7% | 3.2% | 8.8% | -12.2%
NS(=O)(=O)c1ccc(N2N=C(c3ccccc3)CC2c2cccc(Cl)c2)cc1 (stereo unspecified) | -3.1 | -0.8% | -8.2% | 109.0%[activator] | ? | 328.9%[activator] | 10.1% | 5.6% | -30.8%
Cc1ccc(NC(=O)C2CCCN(c3ncccn3)C2)cc1C (stereo unspecified) | 3.0 | -9.2% | 6.0% | 16.0% | 20.0% | 1.5% | -6.6% | 6.5% | -19.4%
CCOc1ccccc1OCC(=O)Nc1nc2ccccc2[nH]1 | -2.4 | 4.1% | -8.7% | 12.1% | 29.4%[57.1 µM] | 5.4%[57.1 µM] | -2.4% | 4.3% | -12.9%
CC(C)CCNC(=O)c1ccc(CS(=O)(=O)Cc2ccccc2F)o1 | 1.0 | -7.0% | -6.4% | 12.5% | ? | 0.2% | -0.3% | 4.9% | -12.4%
Cc1ccc2c(c1C)NC(=O)C21N2CCCC2C(C(=O)c2ccc3ccccc3c2)C12C(=O)Nc1ccccc12 (stereo unspecified) | 1.1 | i | -3.2% | -3.4% | -13.9% | -2.1% | 15.9% | 2.2% | -22.7%
O=C(Cc1ccc(S(=O)(=O)N2CCCC2)s1)Nc1cccc([N+](=O)[O-])c1 | -8.2 | i | -0.6% | 18.6% | 6.8% | -6.6% | 23.9% | -11.8% | -11.2%
C=CC[C@@H](CC(=O)OC(C)(C)C)C(=O)OC[C@@H]1CCCN1C(=O)[C@@H](CC=C)CC(=O)N(CCO)Cc1ccccc1 | -3.5 | 3.7% | 4.2% | 23.1% | 1.2% | -3.9% | 4.0% | 16.5% | -14.7%
COc1ccc2nc(N(Cc3cccnc3)C(=O)Cc3ccccc3)sc2c1 | 4.2 | i | -8.7% | 28.3% | 5.6%[57.1 µM] | -8.4%[57.1 µM] | ? | -16.7% | ?

From PubChem BioAssay
